SRC2 inh = inhibits human steroid receptor coactivator 2; inhibition, % at 9 µM; hit rate 0.17% among 370,000; Q15596; HEK293 GAL4-SRC2 luciferase reporter, luminescence; AID 651957;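 active = inhibition above the mean inhibition of all tested compounds plus 3 SD, set per campaign, cut at about 52% in these data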;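 note: 0% = DMSO treated cells and 100% = cells given Gossypol at 36 µM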
ABHD5 PLIN5 PPI = ABHD5-PLIN5 protein interaction inhibition; Q00G26+Q8WTS1; Split G. princeps luciferase complementation, luminescence, 4 h; inhibition, % at 4 µM; hit rate 0.78% among 360,000;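 active = inhibition above the mean inhibition across every tested compound plus 3 SD, cut at about 22% in these data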;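 note: 0% = DMSO only wells and the 100% control is not disclosed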
Target sequence (Q00G26 whole entry, looked up): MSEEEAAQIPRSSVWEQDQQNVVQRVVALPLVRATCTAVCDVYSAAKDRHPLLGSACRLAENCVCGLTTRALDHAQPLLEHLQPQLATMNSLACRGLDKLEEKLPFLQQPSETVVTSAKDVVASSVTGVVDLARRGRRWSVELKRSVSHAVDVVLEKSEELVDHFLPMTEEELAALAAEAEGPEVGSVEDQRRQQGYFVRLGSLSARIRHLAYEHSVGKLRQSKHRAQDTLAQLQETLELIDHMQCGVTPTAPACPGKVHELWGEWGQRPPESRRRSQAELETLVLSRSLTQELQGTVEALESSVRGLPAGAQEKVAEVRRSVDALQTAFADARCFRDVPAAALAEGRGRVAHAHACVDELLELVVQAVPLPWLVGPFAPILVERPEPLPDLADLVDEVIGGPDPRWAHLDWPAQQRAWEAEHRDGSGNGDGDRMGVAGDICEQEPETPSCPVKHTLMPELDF
Target sequence (Q8WTS1 whole entry, looked up): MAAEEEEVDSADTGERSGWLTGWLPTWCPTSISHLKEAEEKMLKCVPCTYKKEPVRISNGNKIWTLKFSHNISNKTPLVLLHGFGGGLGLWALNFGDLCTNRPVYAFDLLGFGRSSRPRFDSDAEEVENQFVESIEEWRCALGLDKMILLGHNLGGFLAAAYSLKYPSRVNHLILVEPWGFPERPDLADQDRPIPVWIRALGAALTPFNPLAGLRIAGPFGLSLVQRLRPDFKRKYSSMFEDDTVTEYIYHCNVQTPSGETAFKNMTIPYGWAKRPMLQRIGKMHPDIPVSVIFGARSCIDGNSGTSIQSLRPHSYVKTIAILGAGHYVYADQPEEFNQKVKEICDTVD
ABCB6 inh 2 = blocks the human ABCB6 transporter. Q9NP58. K562-ABCB6 porphyrin accumulation, flow cytometry, 1 h; active compounds read low. fluorescence ratio to DMSO, % at 10 µM. hit rate 0.19% among 360,000;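 active = fluorescence ratio to DMSO below 75%, the collection mean minus 3 SD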;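 note: signal is porphyrin accumulated inside mitochondria; 100% equals median channel fluorescence of DMSO control wells; lower ratio means ABCB6 inhibition with less porphyrin fluorescence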
NOD2-RIPK2 inh = NOD2-RIPK2 protein interaction inhibition; hit rate 0.38% among 360,000; inhibition, % at 4.98 µM; CHO BLA complementation NOD2-RIPK2, CCF4 ratio; O43353; AID 624267; in the data active = inhibition above about 21%;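 note: 0% = vehicle only and 100% = reference blocker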
MC4R antagonist = human MC4R antagonism in cAMP assay; MC4R-expressing cells, MTII-stimulated cAMP, LANCE TR-FRET; hit rate 0.48% among 360,000; AID 540295; P32245; inhibition, % at 6.5 µM;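 active = inhibition above its plate's cutoff, the mean of tested wells on that plate plus 3 SD, cut at about 29% in these data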;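 note: 0% = Melanotan II alone and 100% = Melanotan II plus saturating MCL0020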
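Test system: U2OS cells stably expressing human melanocortin 4 receptor (MC4R); also added: Melanotan II challenge; compound: 6.5 µM single dose; timing: 30-min compound preincubation, 1-h Melanotan II challenge, 1-h detection, room temperature; signal: Eu-cAMP/anti-cAMP TR-FRET, emission 671 nm; repeats: one well per compound, no replicates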
Cardio protect = myocardial damage modulation in H9c2 cells | H9c2 cardiomyocytes, H2O2 injury protection, ATPLite, 2 h | protection from H2O2 cell death, % at 20 µM | hit rate 0.63% among 360,000 | AID 588492;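 active = compounds giving at least 50% protection of heart cells from peroxide-induced death in the single-dose screen, raw or plate-pattern-corrected value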;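 note: 0% = DMSO wells with peroxide and 100% = DMSO wells without peroxide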
TLR9-MyD88 block = inhibitors of human TLR9-MyD88 binding | CHO BLA complementation TLR9-MyD88, CCF4 FRET ratio | inhibition, % at 4.98 µM | hit rate 0.21% among 340,000 | Q9NR96+Q99836;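 active = inhibition above the mean over all tested compounds plus 3 SD, cut at about 21% in these data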;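 note: 0% = DMSO only wells and 100% = clavulanate BLA inhibitor control wells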
Glyco luc inh = blocks N-linked glycosylation in D54 reporter cells. D54 ERlucT glycosylation luciferase reporter, 24 h; percent of 100 nM tunicamycin response. hit rate 0.23% among 360,000. reporter increase, % at 12.5 µM. AID 588692;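 active = mean luciferase reporter signal, scaled so untreated is 0 and the glycosylation-blocking control 100, at or above a set limit in every replicate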;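 note: luciferase carries N-glycosylation sites so blocking glycosylation raises the light; 0% = median of neutral control wells and 100% = median of 100 nM tunicamycin wells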
MC4R barr agon = activates human MC4R beta-arrestin recruitment. activation, % at 8.9 µM. AID 540308. U2OS MC4R beta-arrestin complementation, luminescence; percent of melanotan II response, DMSO zero. hit rate 0.98% among 360,000. P32245;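 active = activation above a per-plate cutoff, the mean activation of sample wells on that plate plus 3 SD, cut at about 8% in these data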
m5-HT2A agonist = agonists of mouse serotonin 5-HT2A receptor (HTR2A). P35363. CHO-K1 mHTR2A beta-arrestin complementation, luminescence; percent of 30 µM serotonin response. activation, % at 7.6 µM. hit rate 0.66% among 360,000. AID 624169;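 active = activation above a run cutoff, the mean activation of all tested compounds plus 3 SD, cut at about 14% in these data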;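 note: 0% = plate median of compound wells and 100% = 30 µM serotonin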
Numbers without * were called inactive; nt = no result given.

no.	SMILES	SRC2 inh	ABHD5 PLIN5 PPI	ABCB6 inh 2	NOD2-RIPK2 inh	MC4R antagonist	Cardio protect	TLR9-MyD88 block	Glyco luc inh	MC4R barr agon	m5-HT2A agonist
1	COc1ccc(-c2ccc(C(c3c(C)[nH][nH]c3=O)c3c(C)[nH][nH]c3=O)o2)c([N+](=O)[O-])c1	-15	-30	101	-2	-2	-5	5	34*	-2.8	1
2	Cc1cc(O)cc(=O)n1Cc1ccccc1	-18	-4	99	10	8	4	-9	1	1.7	0
3	Cc1ccc(NC(=O)C2CCN(S(=O)(=O)c3ccc4[nH]c(=O)ccc4c3)CC2)c(C)c1	-8	1	105	3	5	16	-3	4	-1.1	1
4	CNC(=O)C(C)Sc1ccc(S(=O)(=O)N2CCOCC2)cn1 (stereo not given)	-29	-7	87	-10	-9	5	3	1	-1.6	-1
5	COc1cc(/C=C2\SC(=Nc3ccc(O)cc3)NC2=O)cc(OC)c1O	-17	10	230	-14	-24	18	1	16	-1.8	-1
6	CO/N=C/C(c1ncc(C(F)(F)F)cc1Cl)S(=O)(=O)c1ccccc1 (stereo not given)	-29	-1	96	-6	17	-5	-17	0	-0.9	-6
7	C=CCNC(=O)CN1CCC(c2nc3cc(C)c(C)cc3[nH]2)CC1	4	3	97	1	12	2	0	2	-1.7	-4
8	CC1=NN(C(=O)c2ccc(Cn3nc(C)c(Br)c3C)cc2)C(O)(C(F)(F)F)C1 (stereo not given)	3	1	97	-6	-3	8	4	4	0.5	-4
9	Cc1ccc(NC(=O)c2nc[nH]c2C(=O)N[C@H](C)c2ccccc2)cc1	-4	-10	89	12	1	14	-2	-1	-2.1	1
10	Cc1cn([C@H]2C[C@H](O)[C@@H](/C=C/C(=O)NCCN3CCOCC3)O2)c(=O)[nH]c1=O	-26	-2	98	1	nt	3	nt	2	nt	3
11	CC1CN(C(=O)c2cccc(COc3ccc(Br)cc3)c2)CC(C)O1 (stereo not given)	-32	-10	96	-10	25	-5	4	-2	2.9	-1
12	COc1ccc(CCn2c(O)cc3nn(-c4nc5ccccc5s4)c(=O)c-3c2C)cc1	-1	-4	97	-8	17	19	-11	0	-2.0	0
13	CC(O)c1cc2c(cc1NC(=O)c1cnn3c1NC(c1ccco1)CC3C(F)(F)F)OCO2 (stereo not given)	1	0	93	-4	4	-9	-14	-5	-0.9	5
14	CN(CC1CCCO1)S(=O)(=O)c1ccc(C(=O)Nc2nc(-c3ccccn3)cs2)cc1 (stereo not given)	nt	5	85	4	5	90*	-2	-7	0.1	-3
15	O=C(NCC1CCCO1)c1cc2ccccc2cc1O (stereo not given)	-44	-4	91	1	0	0	2	1	-1.1	-2
16	COC(=O)C1=C(C)N(Cc2ccc3c(c2)OCO3)C(=O)C1	-27	-1	91	2	7	-7	-13	0	-1.8	1
17	CCc1ccc(C(C(=O)NCc2ccc(OC)cc2)N(CCOC)C(=O)Cc2cccs2)cc1 (stereo not given)	-9	1	93	-9	-2	5	2	-3	1.4	-1
18	CN(C1=NS(=O)(=O)c2ccccc21)c1ccc(OC(=O)c2ccccc2F)cc1	29	6	96	-5	0	-11	-4	2	0.5	6
19	O=C(Cn1c(=O)[nH]n(-c2ccccc2)c1=O)N1CCCc2ccccc21	3	-1	96	-4	0	4	1	1	-2.0	-2
20	COc1ccccc1NS(=O)(=O)c1ccc(/C=C/C(=O)O)cc1	-20	3	101	3	4	-4	-6	1	-3.3	3

Given field by field: entries from further up
13. CC(O)c1cc2c(cc1NC(=O)c1cnn3c1NC(c1ccco1)CC3C(F)(F)F)OCO2 (stereo not given)
  SRC2 inh: 1 | ABHD5 PLIN5 PPI: 0 | ABCB6 inh 2: 93 | NOD2-RIPK2 inh: -4 | MC4R antagonist: 4 | Cardio protect: -9 | TLR9-MyD88 block: -14 | Glyco luc inh: -5 | MC4R barr agon: -0.9 | m5-HT2A agonist: 5
14. CN(CC1CCCO1)S(=O)(=O)c1ccc(C(=O)Nc2nc(-c3ccccn3)cs2)cc1 (stereo not given)
  SRC2 inh: nt | ABHD5 PLIN5 PPI: 5 | ABCB6 inh 2: 85 | NOD2-RIPK2 inh: 4 | MC4R antagonist: 5 | Cardio protect: 90* | TLR9-MyD88 block: -2 | Glyco luc inh: -7 | MC4R barr agon: 0.1 | m5-HT2A agonist: -3

Full records, looked up by structure. Order of screens: SRC2 inh | ABHD5 PLIN5 PPI | ABCB6 inh 2 | NOD2-RIPK2 inh | MC4R antagonist | Cardio protect | TLR9-MyD88 block | Glyco luc inh | MC4R barr agon | m5-HT2A agonist
Results for `CN(CC1CCCO1)S(=O)(=O)c1ccc(C(=O)Nc2nc(-c3ccccn3)cs2)cc1` (stereo not given) = nt | 5 | 85 | 4 | 5 | 90* | -2 | -7 | 0.1 | -3
Results for `COc1ccc(CCn2c(O)cc3nn(-c4nc5ccccc5s4)c(=O)c-3c2C)cc1` = -1 | -4 | 97 | -8 | 17 | 19 | -11 | 0 | -2.0 | 0

Next section
no.	SMILES	SRC2 inh	ABHD5 PLIN5 PPI	ABCB6 inh 2	NOD2-RIPK2 inh	MC4R antagonist	Cardio protect	TLR9-MyD88 block	Glyco luc inh	MC4R barr agon	m5-HT2A agonist
21	CC(C)(C)SCCNC(=O)/C=C/c1ccc(F)cc1	-42	-9	95	-2	20	-2	6	2	-1.7	-6
22	COC(=O)c1sccc1-n1cccc1C(=O)C(=O)N1CCCCC1	4	1	87	-10	-4	3	-5	0	-2.6	-5
23	O=C(CSc1ccc(Br)cc1)NCC(c1ccco1)N1CCCCC1 (stereo not given)	2	-4	94	-4	4	-5	2	1	2.7	-5
24	CCOc1ccc(CC(=O)Nc2nccs2)cc1	-3	-2	102	-10	9	-2	-1	0	-2.1	-2
25	NC1=NC2(CCN(Cc3ccccc3)CC2)n2c(nc3ccccc32)N1	-27	-11	93	2	5	4	5	-1	-1.0	-5
26	Cc1ccc(CNC(=O)C2CCN(S(=O)(=O)c3cccnc3)CC2)cc1	16	-5	100	7	8	-4	4	2	-0.5	-7
27	O=C(c1ccc(Cl)c(S(=O)(=O)N2CCOCC2)c1)N1CCCC1	10	12	94	-2	9	0	-2	0	0.8	3
28	COc1c(O)cccc1[C@H](O)C1CCN(CCc2ccc(F)cc2)CC1	-1	2	103	-3	-5	3	-5	-2	-1.9	-1
29	COc1ccc(C(=O)Nc2nccs2)cc1OC	-84	-2	91	-17	8	9	2	3	0.5	1
30	CC(=O)Nc1ccc(S(=O)(=O)N2CCN(C(C)CCc3ccccc3)CC2)cc1 (stereo not given)	15	4	101	-5	7	-11	-9	-2	0.2	-1
31	COC(=O)C1=C(C)Nc2nc(-c3ccccc3)nn2C1c1ccc(C)o1 (stereo not given)	-22	15	93	3	7	-5	13	2	0.7	0
32	COc1ccc(C(=O)COC(=O)c2n[nH]c3ccccc23)c(OC)c1	-69	-4	94	8	-9	8	-18	-3	-1.1	-2
33	CC1(C)CC(=O)C=C(c2ccc(F)nc2)C1	0	-6	87	-4	-6	-1	6	3	-1.0	-1
34	COc1cc(OC)c(C(=O)OCC(=O)NC2CCCC2)cc1OC	-14	-1	98	0	0	2	-1	1	-1.9	4
35	Cc1cc(C)cc(N2C(=O)N(c3ccccc3C)C3CS(=O)(=O)CC32)c1 (stereo not given)	-19	-2	104	-8	19	-4	7	0	-1.8	-4
36	CCCOc1ccc(N2CC(C(=O)Nc3ccc4c(c3)OCO4)CC2=O)cc1 (stereo not given)	-19	-5	101	4	10	-20	13	0	-0.7	-3
37	CCCn1c(SCC(=O)N2CCCCC2)nc2c1c(=O)n(C)c(=O)n2C	-18	-8	96	-2	0	-1	-1	0	0.1	-7
38	O=C(/C=C/Nc1ccccc1F)c1cccs1	-65	5	95	-7	-4	-24	-4	-19	0.1	5
39	NC(c1csc(Nc2nccc(C(F)(F)F)n2)n1)C1CCCCC1 (stereo not given)	-6	3	92	1	-4	-4	nt	-2	5.3	-4
40	Cc1ccc(C(=O)OCC(=O)NC2CCCC2)cc1	1	-4	101	0	2	-4	0	1	-2.0	0
41	COc1ccc(CNC(=O)COc2ccccc2C(=O)c2cnn(-c3ccccc3)c2)cc1OC	-30	2	93	-5	4	7	2	-6	-1.2	7
42	CCC1(c2ccc(F)cc2)NC(=O)N(CC(=O)Nc2ccc(C(N)=O)cc2)C1=O (stereo not given)	13	-6	95	-12	3	6	0	3	1.4	9
43	Cc1ccc2cc(C#N)c(NCc3ccco3)nc2c1	10	24*	99	1	6	-6	-5	0	-0.7	-1

Some entries already given with just Glyco luc inh:
nr | Compound | Glyco luc inh
26 | Cc1ccc(CNC(=O)C2CCN(S(=O)(=O)c3cccnc3)CC2)cc1 | 2
27 | O=C(c1ccc(Cl)c(S(=O)(=O)N2CCOCC2)c1)N1CCCC1 | 0
28 | COc1c(O)cccc1[C@H](O)C1CCN(CCc2ccc(F)cc2)CC1 | -2
29 | COc1ccc(C(=O)Nc2nccs2)cc1OC | 3
30 | CC(=O)Nc1ccc(S(=O)(=O)N2CCN(C(C)CCc3ccccc3)CC2)cc1 (stereo not given) | -2
31 | COC(=O)C1=C(C)Nc2nc(-c3ccccc3)nn2C1c1ccc(C)o1 (stereo not given) | 2
32 | COc1ccc(C(=O)COC(=O)c2n[nH]c3ccccc23)c(OC)c1 | -3

Only part of the results is shown. The share of hits here may be higher or lower than overall.
